Bioassay records deposited in PubChem BioAssay by National Center for Advancing Translational Sciences (NCATS).
GAA inhib = alpha-glucosidase (human) inhibition | hit rate 0.005% among 200,000 | Potency, µM (doses to about 76.9 µM), inactives show top-dose activity change, negative = inhibition, hits mostly inhibitors | purified human GAA, 4-MU-alpha-glucoside fluorescence;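 note: plate controls were uninhibited enzyme wells for no effect and no-enzyme background for full effect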
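Read-out is 4-methylumbelliferone fluorescence (Ex 365/Em 440 nm) after NaOH/glycine stop at pH 10. Enzyme 4 nM, substrate 400 uM, pH 5.0 citrate buffer, 20 min room temperature; AC50 from Hill-equation concentration-response.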
aGlu spleen mod = lysosomal alpha-glucosidase (human) modulation. human spleen homogenate, 4-MU-alpha-glucoside fluorescence. AID 2112. P10253. Potency, µM (highest dose often 79.9 µM), for inactives: at the top dose activity change, negative = inhibition, usual class: inhibitors. hit rate 0.006% among 240,000;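 note: 0% = enzyme with vehicle and -100% = no enzyme basal signal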
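Enzyme source: human spleen homogenate, 1 ug/well. Buffer 50 mM citric acid/K phosphate pH 5.0, 0.01% Tween-20. 4-MU-alpha-glucoside 1 mM; 37 C x 40 min; NaOH/glycine stop; fluorescence.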
L3MBTL1 inh = blocks human L3MBTL1. AID 485360. AlphaScreen L3MBTL1–H3K9me1 peptide binding. Potency, µM (highest dose often 57.1 µM), inactives show at the highest dose activity, negative = inhibition, most hits filed as inhibitors. hit rate 0.66% among 230,000. Q9Y468; note: nearly all actives have a fitted effect of over 60% in size
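First, the protein-peptide complex forms for 30 min at room temperature (L3MBTL1 50 nM, biotinylated H3K9me1 peptide 75 nM). Next, compounds are pin-transferred and incubated 30 min. Finally, AlphaScreen beads are added and read after 30 min.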
RGS12 GoLoco inh = blocks human Gai1 binding to RGS12 GoLoco peptide, red readout | Gai1:RGS12 GoLoco peptide FP, rhodamine, 10 min | Potency, µM (top dose mostly 61.6 µM), for inactives: top-dose activity, negative = inhibition, hits mostly inhibitors | hit rate 0.44% among 230,000 | AID 880; active = well fitted inhibition curve with a large enough effect, not every such curve was filed as active; inactive = no such curve, though single readings can be large or run the other way; note: nearly all actives have a fitted effect of over 30% in size; many of its hits are not listed in these tables
TRb SRC2 PPI = TRbeta-SRC2 interaction inhibition; P10828; TRbeta-SRC2 peptide binding, fluorescence polarization; receptor liganded with 1 µM T3; Potency, µM (titrated, usually from 106 µM), for inactives: top-dose activity change, negative = inhibition, usual class: inhibitors; hit rate 0.065% among 280,000;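 note: plate controls were bound peptide for no effect and peptide without receptor for full effect; nearly all actives have a fitted effect of over 50% in size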
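Human TRb ligand-binding domain (0.6 uM) is mixed with 20 nM Texas Red SRC2 peptide and 1 uM T3; after compound addition and 5 hr at ambient temperature, polarization is measured and normalized to unbound and bound controls.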
TexasRed fluor = counter-screen for TRb-SRC2 inhibitors: fluorescence interference | TRb/SRC2 Texas Red total fluorescence interference | Potency, µM (top dose mostly 106 µM), for inactives: top-dose fluorescence change, negative = quenching | hit rate 0.29% among 280,000; active = well fitted curve in either direction with a large enough effect; inconclusive = small, poorly fitted or top-dose-only effect
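Human TRb ligand-binding domain at 0.6 uM with 20 nM Texas Red SRC2 peptide in Tris buffer containing 1 uM T3 and 5% DMSO, incubated with compound 5 h at ambient temperature. Total fluorescence (555/632 nm) calculated as parallel + 2 × perpendicular.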
GAA glycogen = alters human alpha-glucosidase cleavage of glycogen | P10253 | hit rate 0.38% among 300,000 | AID 2100 | Potency, µM (highest dose often 76.4 µM), for the others: top-dose activity change, negative = inhibition, hits mostly inhibitors | recombinant GAA, glycogen substrate, Amplex Red glucose oxidase fluorescence;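 note: 0% = full enzyme reaction and -100% = no-enzyme basal signal; the screen sought inhibitors and activators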
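Recombinant human alpha-glucosidase (4 nM final) hydrolysed bovine liver glycogen (30 ug) for 40 min at 37 C in pH 5.0 citrate/phosphate with 0.01% Tween-20. Released glucose detected by glucose oxidase/Amplex Red, Ex 573/Em 610 nm. Compounds up to 77 uM; AC50 from Hill fits.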
RECQ1 inh = blocks DNA unwinding by human RECQ1 | P46063 | RECQ1 DNA unwinding, red fluorescence kinetic read | Potency, µM (doses to about 57.3 µM), for the others: at the top dose activity, negative = inhibition, most hits filed as inhibitors | hit rate 0.54% among 240,000 | AID 2549;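 note: plate controls were vehicle for no effect and no enzyme for full effect; nearly all actives have a fitted effect of over 30% in size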
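RECQ1T1 50 nM; forked duplex (20 bp + 30-nt ss tails) 200 nM, ATP 2 mM final; pH 8.0, 2 mM MgCl2, 2.5 ug/ml poly(dI-dC); 15 min compound preincubation; discontinuous kinetic read over 2 h at RT.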
* = called active by the depositor; i = inactive; ? = inconclusive; nt = not tested or not shown; & = joins results of further samples; ! = not active in a repeat; [ ] = remark or other dose. Unless noted, calls come from the whole dose curve; as a rule, active = well fitted curve in the direction sought with a large enough effect; inconclusive = small, poorly fitted or top-dose-only effect, or another doubt; inactive = no such curve, though single readings can be large; an effect the other way counts as inactive or inconclusive. Unless noted, % is set by controls: 0 for no effect and ±100 for the full control effect; potency is the fitted concentration of half-maximal effect. These rows are one share of the data; rates above refer to the full screens.

SMILES	RECQ1 inh	aGlu spleen mod	GAA inhib	L3MBTL1 inh	TRb SRC2 PPI	TexasRed fluor	GAA glycogen	RGS12 GoLoco inh
CCOc1ccc(C(=O)Nc2ccc3c(c2)OCO3)cc1OCC	-8%	-2%	-6%	nt	-4%	1%	2%	2%
CCn1c(NCc2ccccc2NS(=O)(=O)c2ccc(C)cc2)nc2ccccc21	-7%	-11%	-3%	-1%	-3%	7%	7%	5%
COc1cccc(-c2cc(C(=O)N3CC4(C)CC3CC(C)(C)C4)no2)c1 (stereo unspecified)	i	2%	-14%	0%	-8%	-3%	5%	-1%
C=CCNc1nc(-c2cc3ccccc3o2)cs1	i	-5%	-2%	-10%	-17%	0%	-1%	6%
Cc1cc(=O)[nH]c(SC(C(=O)O)c2ccccc2)n1 (stereo unspecified)	i	13%	4%	4%	4%	-2%	-5%	3%
COc1ccc(N/C=C/C(=O)c2sc(-c3ccccc3)nc2C)cc1	-10%	-3%	-3%	-13%	-5%	-5%	-12%	6%
O=C1Cc2ccccc2C(c2ccccc2)N1 (stereo unspecified)	i	-11%	-3%[15.4 µM]	nt	-1%	-1%	2%	5%
OB(O)c1cc2ccccc2s1	i	5%	nt	nt	-1%	-3%	nt	5%
COc1cc(C(=O)Nc2cccc(-c3nnc(-c4ccco4)o3)c2)ccc1OC(C)=O	-9%	-10%	-2%	-9%	3%	-1%	-1%	11%
Cn1c(=O)c([N+](=O)[O-])c(NCCCn2ccnc2)c2ccccc21	4%	-13%	-3%	8%	-6%	-5%	4%	12%
Cc1ccc(S(=O)(=O)NC(c2ccccc2)C(C)C(=O)n2nc(C)cc2C)cc1 (stereo unspecified)	-7%	-9%	-11%	nt	5%	2%	-7%	-5%
CC(C)CNC(=O)C1CCCN(S(=O)(=O)c2ccc(-n3cnnn3)cc2)C1 (stereo unspecified)	-8%	5%	4%	-7%	-8%	-2%	4%	-4%
O=C(NCc1ccco1)C(c1ccco1)N(Cc1cccs1)C(=O)Cn1nnc2ccccc21 (stereo unspecified)	5%	1%	-3%	-16%	1%	-5%	-9%	6%
Nc1c(Br)cc(Br)cc1CNC1CCC(O)CC1 (stereo unspecified)	-6%	-1%	nt	12%	8%	-1%	-3%[76.3 µM]	20µM*!
CCOc1ccc(N2C(=O)C3C(C2=O)C3(c2ccccc2)c2ccccc2)cc1 (stereo unspecified)	-2%	3%	-9%	6%	-1%	-6%	-16%	10%
N[C@@H](Cc1cc(CP(=O)(O)O)cc(-c2ccccc2Cl)c1)C(=O)O	20%&-10%	9%&-3%	nt	nt	1%&3%	-1%&-1%	nt	10%
CC1CCc2sc(C(=O)N/N=C/c3ccc(O)cc3)cc2C1 (stereo unspecified)	-5%	-4%	-6%	-1%	8%	-8%	3%	7%
CC1(C)CC(CCN)(Cc2ccccc2Cl)CCO1 (stereo unspecified)	-2%	-1%	nt	-1%	-4%	0%	2%	5%
CC(OC(=O)C1CC1)C(=O)Nc1ccc([N+](=O)[O-])cc1Cl (stereo unspecified)	i	-7%	-11%	nt	4%	-3%	8%	7%
CCOc1nc(-c2ccccc2Cl)nc2ccccc12	14%	-5%	nt	56%[activator]	6%	0%	-1%	-11%
COc1ccc2c(c1)-c1nc(/N=C/c3cccc(OC)c3O)sc1CC2	-1%	-4%	-1%	-2%	5%	2%	-20%	-6%
CCC(C)N1C(=O)CCC1C(=O)NCc1ccc2c(c1)OCO2 (stereo unspecified)	-3%	-2%	0%[15.4 µM]	-2%	3%	-1%	10%	-8%
Cc1cccc(-n2c(-c3ccco3)nc3nc4ccccc4nc32)c1	-1%	-2%	?	3%	-2%	0%	2%	5%
COc1ccc(/C=C/C(=O)Nc2cccc(N3CCOCC3)c2)cc1OC	12%	1%	-13%	0%	-6%	-1%	3%	7%
N#C/C(Cn1c[n+](NC(=O)Nc2ccccc2)cn1)=N/O	9%	-5%	11%	-2%	-15%	-4%	3%	-10%
CC1CN(CC(O)COc2ccccc2C(C)(C)C)CC(C)O1 (stereo unspecified)	-3%	-3%	-8%	34%[activator]	8%	4%	-2%	-5%
O=C(NNS(=O)(=O)c1ccccc1C(F)(F)F)c1cccc(S(=O)(=O)Nc2ccccc2Cl)c1	-6%	-3%	-15%	10%	-2%	1%	-1%	4%
O=C(CN1CCN(c2ccc(O)cc2)CC1)NC1CCCc2ccccc21 (stereo unspecified)	-14%	-8%	3%	0%	-3%	-1%	5%	-16%
CCN1c2ccccc2NC2N=C(OC)C(c3ccccc3)C21 (stereo unspecified)	-13%	0%	4%	nt	7%	-1%	-26%	36%
COc1ccc(OC)c(NC(=O)c2ccc(NS(C)(=O)=O)cc2)c1	i	6%	-1%	nt	2%	2%	-3%	6%
N/C(COc1ncn(-c2ccccc2)n1)=N\S(=O)(=O)c1ccccc1	i	-5%	?	6%	2%	0%	23%	3%
NC(=O)c1nn(-c2ccccc2)nc1NC(=O)CN1CCCCC1	-2%	-8%	0%	0%	0%	-3%	1%	nt
CC1CN(C(=O)COC(=O)c2ccc(Cl)nc2)CC(C)O1 (stereo unspecified)	-14%	-2%	-1%	-1%	-1%	1%	10%	2%
CCOc1ccc(C(=O)NCCn2cc(SCC(=O)Nc3cc(C)on3)c3ccccc32)cc1	-1%	2%	?	0%	3%	-3%	3%	2%
CC1(C)CC(CCNC(=O)CCl)(c2ccccc2)CCO1 (stereo unspecified)	2%	-4%	nt	4%	-11%	0%	4%	6%
Cn1c(CNC(=O)OC(C)(C)C)nnc1SCC(=O)N1CCOCC1	-1%	5%	nt	nt	-1%	-1%	2%	-8%
O=[N+]([O-])c1cccc(S(=O)(=O)c2ccc(N3CCCCC3)c([N+](=O)[O-])c2)c1	-7%	3%	-1%	-27%	2%	1%	-5%	-4%
CCC(C)NC(=O)c1ccc(N2CCC3(CC2)OCCO3)c([N+](=O)[O-])c1 (stereo unspecified)	2%	4%	6%	-5%	9%	6%	-4%	-9%
Cn1c(SCC(=O)Nc2sccc2C(N)=O)nnc1-c1ccncc1	i	-8%	nt	-13%	5%	-2%	12%	8%
C[C@@]12C=Cc3occc3[C@H]1CC[C@@]13C[C@@H](CC[C@H]12)[C@@](O)(CO)C3	-17%	5%	nt	nt	5%	-11%	nt	nt
COc1ccc(NC(=O)CCSc2nnc(C)s2)cc1	i	-1%	-12%	nt	-8%	1%	-4%	-5%
COc1ccc2[nH]c(=O)c(CN(CCCN(C)C)C(=O)Nc3ccc(F)cc3)cc2c1	0%	-4%	11%	2%	14%	-1%	-3%	3%
O=C(CSCc1ccccc1)Nc1cccc(F)c1	-7%	1%	9%	7%	3%	0%	-18%	7%
CCOCCCNC(=O)CN(c1cc([N+](=O)[O-])ccc1OC)S(C)(=O)=O	-10%	-4%	10%	10%	-6%	0%	-2%	15%
O=C(CSc1ccc(-c2ccco2)nn1)NCc1ccccc1Cl	-5%	6%	2%	-10%	-18%	-2%	-6%	2%
C=CCOC(=O)COc1ccc2c(C)c(C)c(=O)oc2c1C	-1%	-1%	-2%	6%	-12%	1%	0%	-6%
Cc1cc(Nc2ccc3c(c2)OCCO3)c2cc(Cl)ccc2n1	-6%	-1%	1%	-4%	-10%[53 µM]	-2%[53 µM]	14%	0%
COc1ccccc1N1CCN(C(=O)/C=C/c2ccc3c(c2)OCO3)CC1	i	4%	-2%	0%	-21%	-1%	-14%	0%

Complete entries as entered above:
O=C(CSc1ccc(-c2ccco2)nn1)NCc1ccccc1Cl is entered as RECQ1 inh: -5%; aGlu spleen mod: 6%; GAA inhib: 2%; L3MBTL1 inh: -10%; TRb SRC2 PPI: -18%; TexasRed fluor: -2%; GAA glycogen: -6%; RGS12 GoLoco inh: 2%
O=C(CSCc1ccccc1)Nc1cccc(F)c1 is entered as RECQ1 inh: -7%; aGlu spleen mod: 1%; GAA inhib: 9%; L3MBTL1 inh: 7%; TRb SRC2 PPI: 3%; TexasRed fluor: 0%; GAA glycogen: -18%; RGS12 GoLoco inh: 7%

Part of the list above in order of number of heavy atoms, ascending.
SMILES	RECQ1 inh	aGlu spleen mod	GAA inhib	L3MBTL1 inh	TRb SRC2 PPI	TexasRed fluor	GAA glycogen	RGS12 GoLoco inh
O=C(CSCc1ccccc1)Nc1cccc(F)c1	-7%	1%	9%	7%	3%	0%	-18%	7%
COc1ccc(NC(=O)CCSc2nnc(C)s2)cc1	i	-1%	-12%	nt	-8%	1%	-4%	-5%
CC1(C)CC(CCNC(=O)CCl)(c2ccccc2)CCO1 (stereo unspecified)	2%	-4%	nt	4%	-11%	0%	4%	6%
C=CCOC(=O)COc1ccc2c(C)c(C)c(=O)oc2c1C	-1%	-1%	-2%	6%	-12%	1%	0%	-6%
C[C@@]12C=Cc3occc3[C@H]1CC[C@@]13C[C@@H](CC[C@H]12)[C@@](O)(CO)C3	-17%	5%	nt	nt	5%	-11%	nt	nt
O=C(CSc1ccc(-c2ccco2)nn1)NCc1ccccc1Cl	-5%	6%	2%	-10%	-18%	-2%	-6%	2%
Cn1c(CNC(=O)OC(C)(C)C)nnc1SCC(=O)N1CCOCC1	-1%	5%	nt	nt	-1%	-1%	2%	-8%
CCC(C)NC(=O)c1ccc(N2CCC3(CC2)OCCO3)c([N+](=O)[O-])c1 (stereo unspecified)	2%	4%	6%	-5%	9%	6%	-4%	-9%
COc1ccccc1N1CCN(C(=O)/C=C/c2ccc3c(c2)OCO3)CC1	i	4%	-2%	0%	-21%	-1%	-14%	0%
COc1ccc2[nH]c(=O)c(CN(CCCN(C)C)C(=O)Nc3ccc(F)cc3)cc2c1	0%	-4%	11%	2%	14%	-1%	-3%	3%
